Source: PubChem BioAssay
RTF Ca sens act: cardiac RTF calcium sensitivity activators, primary screen, biochemical, IANBD-TnC fluorescence, EC20 calcium. Troponin I, cardiac muscle (Homo sapiens) + Troponin T, cardiac muscle (Homo sapiens) + …. 340,000 compounds, 0.24% hits. IANBD-labeled TnC RTF fluorescence at EC20 calcium; 0% EC20 calcium, 100% full calcium. activation, % at 7.2 µM;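 active = activation above the mean over all tested compounds plus 3 SD, cut at about 30% in these data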;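 also: rise in fluorescence read as greater calcium sensitivity of cardiac thin filaments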
SUMO Mot1 rescue: yeast Mot1-301 growth rescue at high temperature, primary screen, SUMOylation pathway inhibitor project, S. cerevisiae, ATP luminescence, 38.5C; S. cerevisiae Mot1-301 growth rescue; percent above DMSO median, 100 means doubled; growth rescue, % at 18.8 µM; 320,000 compounds, 1% hits;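 active = every valid replicate shows activation above 250% relative to neutral control wells; inactive = the rest, any valid replicate at or below 250%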;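 also: OY570 slx delta 5 strain wells were the positive control but not used for scaling; some compounds called inactive have numbers as strong as hits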
Keap1-Nrf2 PPI: Keap1-Nrf2 protein-protein interaction inhibitors, primary screen, biochemical, fluorescence polarization, single point; inhibition, % at 9.4 µM; Keap1 Kelch-Nrf2 peptide fluorescence polarization, 1536-well; 340,000 compounds, 0.15% hits; Kelch-like ECH-associated protein 1 (Homo sapiens), Q14145; in the data active = inhibition above about 12%; inconclusive = no clear call, values can overlap the other calls; inactive = below about 7.3%;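 also: human Keap1 Kelch domain with fluorescein labeled Nrf2 9mer peptide probe; 0% = neutral control wells and 100% = peptide positive control; higher means more block of Keap1 binding to Nrf2 peptide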
Target sequence (Q14145 whole entry, looked up, the tested form may be a part): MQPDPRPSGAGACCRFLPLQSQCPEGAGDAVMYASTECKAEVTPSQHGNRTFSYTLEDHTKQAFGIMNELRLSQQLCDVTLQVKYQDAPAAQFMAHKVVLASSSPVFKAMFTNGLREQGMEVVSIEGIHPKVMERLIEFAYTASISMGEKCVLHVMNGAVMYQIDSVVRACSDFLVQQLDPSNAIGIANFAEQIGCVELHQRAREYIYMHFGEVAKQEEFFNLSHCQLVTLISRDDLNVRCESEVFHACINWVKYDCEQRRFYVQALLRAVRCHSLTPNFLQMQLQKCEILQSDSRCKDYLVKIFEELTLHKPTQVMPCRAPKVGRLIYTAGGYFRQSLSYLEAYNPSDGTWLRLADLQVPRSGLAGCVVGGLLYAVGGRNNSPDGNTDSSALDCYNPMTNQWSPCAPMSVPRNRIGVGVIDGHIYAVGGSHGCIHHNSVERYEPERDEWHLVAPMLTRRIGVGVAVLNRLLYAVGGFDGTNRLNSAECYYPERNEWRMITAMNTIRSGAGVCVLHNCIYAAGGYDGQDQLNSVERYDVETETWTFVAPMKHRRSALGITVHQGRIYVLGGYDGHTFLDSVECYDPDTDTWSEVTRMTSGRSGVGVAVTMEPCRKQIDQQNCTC
dFosB activator: activators of delta FosB homodimer, primary screen, biochemical, fluorescence polarization, TAMRA-CDK5 oligo, single point; Protein FosB (Mus musculus), P13346; purified delta FosB; percent of positive-control signal above neutral wells; activation, % at 25 µM; 340,000 compounds, 0.99% hits;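 active = mean activation above about 17%, with every replicate also reaching it, limit read from the data, passing the limit was not always enough; inconclusive = only one of the two conditions met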;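 also: fluorescence polarization rise as delta FosB binds a TAMRA Cdk5 AP-1 oligo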
PvdQ acylase: P. aeruginosa PvdQ acylase inhibitors, primary screen, biochemical, fluorescence, plate reader and imaging, single point; purified PvdQ acylase; PvdQ acylase [Pseudomonas aeruginosa LESB58]; 340,000 compounds, 0.063% hits; AID 488965, 2010; inhibition, % at 10 µM; in the data active = inhibition above about 30%, passing the limit was not always enough; inconclusive = no clear call, values can overlap the other calls;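 also: 0% = vehicle neutral wells and 100% = reference inhibitor wells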
PfHsp90 yeast 2: growth inhibition of PfHsp90-expressing yeast, primary screen, antimalarial PfHsp90 inhibitor project, S. cerevisiae, BacTiter-Glo luminescence, single point, set 2; BacTiter-Glo ATP, 48 h; yeast lacking PDR1 and PDR3 efflux regulators; inhibition, % at 9.4 µM; 310,000 compounds, 0.32% hits;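 active = every replicate shows inhibition above about 80%, whatever the replicate mean, limit read from the data; inconclusive = mean inhibition reaches the set limit but some replicate falls short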;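 also: 0% = DMSO neutral controls and 100% = 20 µM radicicol positive controls; yeast relying on Plasmodium falciparum Hsp90 in place of its own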
NSD2 HMT inh: NSD2 histone methyltransferase inhibitors, primary screen, biochemical, AlphaScreen, single concentration, set 2 | Histone-lysine N-methyltransferase NSD2 (Homo sapiens), O96028 | NSD2 peptide methylation, 120 min | inhibition, % at 12.5 µM | 310,000 compounds, 0.54% hits | AID 743445, 2014; in the data active = inhibition above about 50%
Cardiac RTF inh: cardiac RTF calcium sensitivity inhibitors, primary screen, biochemical, IANBD-TnC fluorescence, EC70 calcium; Troponin I, cardiac muscle (Homo sapiens) + Troponin T, cardiac muscle (Homo sapiens) + …; IANBD-labeled cardiac RTF, Ca2+ fluorescence; inhibition, % at 7.15 µM; 340,000 compounds, 0.12% hits; AID 493244, 2011;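 active = inhibition above the mean inhibition of all tested compounds plus 3 SD, cut at about 17% in these data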;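 also: assay run at fixed EC70 calcium of 1.6 mM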
CDK5 inh: inhibitors of human CDK5/p35 kinase, primary screen, biochemical, single concentration; Cyclin-dependent kinase 5 (Homo sapiens) + Cyclin-dependent kinase 5 activator 1 (Homo …; Recombinant CDK5/p35, ADP-Glo luminescence, 60 min; inhibition, % at 10 µM; 330,000 compounds, 0.01% hits; AID 488839, 2010;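 active = highest replicate inhibition of at least 50% and at least 75% of replicates reaching 50%; inconclusive = only one of the two criteria met; inactive = both criteria failed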;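 also: plate controls were DMSO neutral control for no effect and GW8510 at 10 µM for full effect; many of its hits are not listed in these tables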
Rtt109 HAT inh: inhibitors of C. albicans Rtt109/Vps75 HAT, primary screen, biochemical, ThioGlo CoA-SH fluorescence, plate reader; inhibition, % at 34.9 µM; Histone acetyltransferase RTT109 (Candida albicans (strain SC5314 / ATCC MYA-2876)), …; 330,000 compounds, 0.16% hits; AID 540336, 2011; purified Rtt109/Vps75, 4 h;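 active = inhibition of at least 50% in every replicate; inconclusive = best replicate reaches 50% inhibition but some replicates fall short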
Target sequence (Q5AAJ8 whole entry, looked up): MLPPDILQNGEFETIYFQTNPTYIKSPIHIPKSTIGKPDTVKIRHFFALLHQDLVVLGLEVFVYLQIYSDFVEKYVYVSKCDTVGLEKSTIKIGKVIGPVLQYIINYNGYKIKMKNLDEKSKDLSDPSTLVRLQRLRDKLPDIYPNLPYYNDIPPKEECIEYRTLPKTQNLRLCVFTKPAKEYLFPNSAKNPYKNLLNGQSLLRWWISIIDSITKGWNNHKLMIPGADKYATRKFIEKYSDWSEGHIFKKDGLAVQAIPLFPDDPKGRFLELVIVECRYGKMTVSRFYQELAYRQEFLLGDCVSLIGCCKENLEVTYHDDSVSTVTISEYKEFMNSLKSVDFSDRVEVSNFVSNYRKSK
LANA DNA inh: inhibitors of KSHV C-LANA binding to DNA, primary screen, biochemical, fluorescence polarization, FAM-LBS DNA, MBP-C-LANA, single point; 340,000 compounds, 0.078% hits; inhibition, % at 9 µM; Kaposi's sarcoma herpesvirus LANA C-terminal domain (residues 932-1162) DNA binding; AID 504423, 2011;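 active = highest replicate inhibition at or above 60% at 9 µM, even if other replicates fall short; inactive = all replicates below 60% inhibition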;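 also: 0% = neutral control wells and 100% = 4 µM acridine orange control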
* = called active by the depositor; ? = inconclusive; nt = no result given; + = active, no number.

Values in the order: RTF Ca sens act	SUMO Mot1 rescue	Keap1-Nrf2 PPI	dFosB activator	PvdQ acylase	PfHsp90 yeast 2	NSD2 HMT inh	Cardiac RTF inh	CDK5 inh	Rtt109 HAT inh	LANA DNA inh
> Cc1ccc(CC(=O)N2CC(C)OC(C)C2)cc1 (stereo not given)
    1	-15	-1	5	-7	10	-1	1	1.8	1	2.4
> COc1ccc(CNC(=O)C(c2ccco2)N(C(=O)c2csnn2)c2cccc(C)c2C)cc1 (stereo not given)
    1	-8	-3	-8	-11	-20	-3	1	-0.1	2	1.0
> CN1CCN(C2Cc3ccccc3Sc3ccc(Cl)cc32)CC1 (stereo not given)
    1	-8	1	3	-8	0	nt	-3	0.1	17	0.2
> CC1CC(C)CN(C(=O)COC(=O)/C=C/c2cccc([N+](=O)[O-])c2)C1 (stereo not given)
    -7	nt	0	-10	7	nt	-1	-3	0.8	10	0.8
> CCC1CCCCN1CCCNC(=O)c1ccc2c(c1)c(C)c(C)n2CC (stereo not given)
    3	-8	-1	5	-7	27	14	-6	-0.6	-19	-1.6
> COC(=O)CSc1nnc(CNC(=O)c2cccs2)n1-c1cccc(C)c1
    9	nt	-3	-9	5	3	nt	-3	-1.3	-2	-0.8
> CCOC(=O)CNC(=O)c1ccc(Br)s1
    9	349	2	-2	-6	11	-2	3	-0.9	8	-0.6
> Cc1ccc(S(=O)(=O)N(C)CC(=O)OCC(=O)NC(c2ccccc2)c2ccccc2)cc1
    -4	193	1	-11	5	15	2	11	-0.3	10	0.6
> COc1ccccc1CNC(=O)C(=O)NCC1CCCN1S(=O)(=O)c1cccs1 (stereo not given)
    1	290	-4	-6	-10	8	0	1	1.9	3	36
> Cc1cc(C)c(C(=O)CC(=O)c2cccnc2)c(C)c1
    -2	nt	0	-6	19	-4	-3	-3	-2.2	14	0.6
> O=C1CN(C(=O)CSc2nncn2-c2ccccc2)c2ccccc2N1
    10	3	-2	3	-17	17	2	-6	-2.6	4	-2.2
> C=CCC1CCC/C(=N\NS(=O)(=O)c2ccc(C)cc2)C1 (stereo not given)
    -5	374	-3	-9	9	1	1	2	-3.9	20	3.4
> Cc1ccc(S(=O)(=O)NCCCCCC(=O)Nc2ccccn2)cc1
    -8	-2	-4	-12	11	nt	1	4	0.4	13	-1.7
> CCc1c(C)nc(N2CCN(Cc3ccccc3)CC2)[nH]c1=O
    6	+	3	1	1	-2	0	-2	0.4	-1	0.5
> O=S(=O)(NC1CCCC1)c1ccc(S(=O)(=O)N2CCCN(Cc3ccccc3)C2)cc1
    3	30	-3	-4	-22	14	-1	-3	5.2	0	-1.9
> O=C(CCSCCc1ccccn1)Nc1ccc(Cc2ccncc2)cc1
    1	-8	1	0	-2	-5	0	-1	-0.7	-2	0.3
> COc1ccc(S(=O)(=O)NCCc2cn3cccc(C)c3n2)cc1OC
    -3	-18	-2	1	-5	-17	nt	4	2.7	-7	-1.0
> CCCOc1ccc(-c2nc(C#N)c(N3CCN(C)CC3)o2)cc1
    7	22	-3	-8	-15	20	3	2	-0.1	-8	3.0
> Cc1c(NS(=O)(=O)c2cccc(C(=O)O)c2)c(=O)n(-c2ccccc2)n1C
    2	3	-2	4	-9	-6	-6	-1	1.1	-2	0.9
> CCC(C)NC(=O)C1(C)CCC(=O)N1CCc1ccc(OC)c(OC)c1 (stereo not given)
    -4	92	-6	6	-3	nt	-3	-2	-3.4	-5	-1.2
> O=C(CNCc1ccc(F)cc1)Nc1cc(S(=O)(=O)N2CCOCC2)ccc1Cl
    -3	5	2	-11	-3	8	1	-3	-2.1	-8	0.7
> Cc1cccc(C)c1OC(=O)CSc1nnc(-c2ccccc2O)o1
    -8	305	-7	14	11	nt	nt	6	-2.9	5	0.0
> CSCCNC(=O)c1ccc(OC2CCN(CCc3ccccc3)CC2)cc1
    -1	-1	0	-5	-2	4	nt	-4	-0.6	7	0.0
> Cc1cc2c(cc1C)C(c1cc(Br)ccc1F)CC(=O)N2 (stereo not given)
    0	44	2	22*	-10	22	-2	-5	-1.7	11	-0.6
> O=C(NC(c1ccccc1)c1ccccc1)c1ccc(S(=O)(=O)C(F)F)cc1
    1	366	0	3	-15	17	7	2	-0.6	-1	1.9
> Cc1ccc(S(=O)(=O)NC2CC(C)(C)NC(C)(C)C2)c(C)c1C
    3	-11	4	-5	-2	-17	-3	2	-0.6	nt	-1.5
> FC(F)(F)c1cnc(Sc2nc3nccc(-c4ccc(Cl)cc4)n3n2)c(Cl)c1
    -2	24	1	-22	-8	-7	-2	-7	0.1	4	3.5
> C#CCOCCOCCOCCNc1nc(N2CCN(C(=O)[C@H](CCCCN)n3cc(CN)nn3)CC2)nc(N2CCN(C(=O)[C@H](CCCCN)n3cc(CN)nn3)CC2)n1
    -5	-6	-4	16	-8	22	nt	-5	13	?	-20
> CCOC(=O)N1CCC(N(CCOC)C(=O)Nc2ccc(Cl)cc2)CC1
    -5	204	0	-14	-14	5	-1	-6	1.3	3	-0.6
> COc1ccc(C2C(C#N)=C(N)N(c3ccccc3C#N)C3=C2C(=O)CCC3)cc1CN1CCCC1 (stereo not given)
    1	1	1	-10	6	3	2	-1	nt	3	-1.3

An excerpt from above in order of count of non-hydrogen atoms, ascending.
Values in the order: RTF Ca sens act	SUMO Mot1 rescue	Keap1-Nrf2 PPI	dFosB activator	PvdQ acylase	PfHsp90 yeast 2	NSD2 HMT inh	Cardiac RTF inh	CDK5 inh	Rtt109 HAT inh	LANA DNA inh
> Cc1cc(C)c(C(=O)CC(=O)c2cccnc2)c(C)c1
    -2	nt	0	-6	19	-4	-3	-3	-2.2	14	0.6
> C=CCC1CCC/C(=N\NS(=O)(=O)c2ccc(C)cc2)C1 (stereo not given)
    -5	374	-3	-9	9	1	1	2	-3.9	20	3.4
> Cc1cccc(C)c1OC(=O)CSc1nnc(-c2ccccc2O)o1
    -8	305	-7	14	11	nt	nt	6	-2.9	5	0.0
> O=C1CN(C(=O)CSc2nncn2-c2ccccc2)c2ccccc2N1
    10	3	-2	3	-17	17	2	-6	-2.6	4	-2.2
> C#CCOCCOCCOCCNc1nc(N2CCN(C(=O)[C@H](CCCCN)n3cc(CN)nn3)CC2)nc(N2CCN(C(=O)[C@H](CCCCN)n3cc(CN)nn3)CC2)n1
    -5	-6	-4	16	-8	22	nt	-5	13	?	-20

(next part)
Values in the order: RTF Ca sens act	SUMO Mot1 rescue	Keap1-Nrf2 PPI	dFosB activator	PvdQ acylase	PfHsp90 yeast 2	NSD2 HMT inh	Cardiac RTF inh	CDK5 inh	Rtt109 HAT inh	LANA DNA inh
> CCOC(=O)c1cc(NC(=O)Nc2ccccc2OC)c(C)nc1C
    -5	-18	2	-8	2	-2	-4	4	0.0	-5	-0.5
> CC1=CN2C(=N)/C(=C/c3ccc([N+](=O)[O-])o3)C(=O)N=C2S1
    26	128	-23	-17	4	97*	5	-28	2.6	0	-2.7
> COc1ccc(C(=O)CCC(=O)N2CCN(c3cc(C)ccc3C)CC2)cc1
    1	-8	-6	-7	-7	12	-1	2	0.3	6	-2.6
> O=C(CCn1cnc2ccccc2c1=O)Nc1nc2c(s1)CCCC2
    3	101	-1	13	-16	-24	1	-7	-1.0	1	-3.1
> CN1CCN(C(=O)CC2(CC(=O)O)CCCC2)CC1
    4	-15	-5	-2	-10	16	1	1	-1.3	8	1.1
> CCSc1nc(C)cc(C)c1S(=O)(=O)c1ccccc1C
    1	-2	-5	1	-9	nt	-6	-7	0.5	3	0.8
> CCc1ccccc1S(=O)(=O)c1c(C)cc(C)nc1Cl
    -2	4	-2	0	-18	-8	-3	1	0.6	-9	-0.7
> COc1ccc(CNC(=O)CN(c2ccc(OC)cc2)S(=O)(=O)c2c(C)[nH]c(=O)[nH]c2=O)cc1
    -2	nt	2	-12	-5	18	-5	-2	0.5	6	0.6
> CN(Cc1cn(C)nc1-c1ccccc1F)CC1CCCCO1 (stereo not given)
    -2	-18	-6	5	-2	33	13	-6	-7.1	-1	-0.3
> COc1ccc(CC(=O)Nc2ccc(S(=O)(=O)N3CCN(C)CC3)cc2)cc1
    -1	68	-2	-18	-13	2	nt	-4	0.3	6	-1.2
> COc1ccc(OC)c(NC(=O)C2CC(=O)n3ncnc3N2)c1 (stereo not given)
    -3	nt	2	-4	0	10	-1	1	-0.4	10	-1.1
> O=C(O)c1ccc(COc2cccc(CO)c2)cc1
    -3	-55	3	4	-2	12	1	8	12	2	2.1
> CN(C)S(=O)(=O)c1ccc2oc(SCC(=O)Nc3ccccc3F)nc2c1
    -6	12	-3	-9	-10	-5	-2	6	0.3	-16	-2.0
> CSc1ccc(Cn2nnc(C(=O)Nc3ccc(C)c(C)c3)c2N)cc1
    8	-5	0	-9	4	nt	nt	-3	0.4	1	0.4
> CCCOc1ccc(N2C(=O)C3C(C(C)C)NC4(C(=O)c5ccccc5C4=O)C3C2=O)cc1 (stereo not given)
    2	22	-2	-4	0	3	5	1	-1.7	-8	0.2
> CCNC(=S)N1CC(C)OC(C)C1 (stereo not given)
    1	-17	-3	-3	-19	nt	0	-7	-1.4	0	0.0
> Cn1c(=O)[nH]c(=O)c2c1nc(SCCN1CCOCC1)n2CCCc1ccccc1
    9	0	-5	-6	24	16	nt	2	2.7	0	1.0
> CN(C(=O)COC(=O)C1CCN(S(=O)(=O)c2ccc3c(c2)OCCO3)CC1)C1CCCCC1
    1	-1	-4	-14	-14	1	-1	-19	-1.4	5	-0.4
